RGS4 inhibitor – inhibitors of human regulator of G protein signaling 4; P49798; Transcreener GDP fluorescence polarization, RGS4-accelerated GTP hydrolysis; Potency, µM (top dose mostly 114 µM), for inactives: at the top dose activity change, negative = inhibition, actives largely listed as inhibitors; 390,000 compounds, 0.039% hits; AID 504845; note: potency is the fitted concentration of half-maximal effect; % is set by controls: 0 for no effect and ±100 for the full control effect; nearly all actives have a fitted effect of over 75% in size; some results filed as inactive show a strong effect at the top dose
Target sequence (P49798 whole entry, looked up): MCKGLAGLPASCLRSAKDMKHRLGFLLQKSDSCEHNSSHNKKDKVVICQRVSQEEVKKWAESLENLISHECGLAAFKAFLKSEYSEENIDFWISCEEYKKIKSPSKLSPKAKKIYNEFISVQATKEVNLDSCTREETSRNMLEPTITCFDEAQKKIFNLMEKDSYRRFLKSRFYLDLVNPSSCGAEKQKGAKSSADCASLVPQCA
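MLSMR compounds (23 nl, pin-transferred) preincubated 10 min at room temperature with a 500nM (2x) first reagent, then RGS4 at 900nM (2x) plus Transcreener GDP mix added; fluorescence polarization (620/688 nm) read before and after 90 min at 30 °C.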
ERG Ets-DNA blk – inhibitors of human ERG Ets domain-DNA interaction; P11308; fluorescence polarization, His-ERG Ets domain / labelled DNA; Potency, µM (top dose mostly 76.9 µM), inactives show at the top dose FP activity, negative = inhibition, most hits filed as inhibitors; 370,000 compounds, 0.028% hits; AID 624246; active = well fitted inhibition curve with a large enough effect in the polarisation, with a control signal flat; inconclusive = small, poorly fitted or top-dose-only effect, or effect the other way, or a change in a side signal; inactive = no such curve, though single readings can be large or run the other way; the % refers to the polarisation;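 note: polarization taken with two DNA probes labelled with fluorescein and Texas red; potency is the fitted concentration of half-maximal effect; % of control where 0% means no effect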
Target sequence (P11308 whole entry, looked up, the tested form may be a part): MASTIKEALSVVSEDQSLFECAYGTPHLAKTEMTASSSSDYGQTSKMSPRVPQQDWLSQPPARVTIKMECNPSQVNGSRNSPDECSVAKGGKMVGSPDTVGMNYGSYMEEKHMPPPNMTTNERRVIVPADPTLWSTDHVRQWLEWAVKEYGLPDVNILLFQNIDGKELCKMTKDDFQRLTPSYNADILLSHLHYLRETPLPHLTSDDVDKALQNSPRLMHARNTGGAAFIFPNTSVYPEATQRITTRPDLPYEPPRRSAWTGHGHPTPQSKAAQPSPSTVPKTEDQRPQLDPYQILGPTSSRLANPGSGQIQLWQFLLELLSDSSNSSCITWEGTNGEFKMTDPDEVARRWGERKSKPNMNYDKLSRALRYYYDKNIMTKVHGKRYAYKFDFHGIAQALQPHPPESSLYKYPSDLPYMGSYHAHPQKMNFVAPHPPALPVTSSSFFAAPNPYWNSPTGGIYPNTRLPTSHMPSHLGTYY
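His-tagged ERG Ets domain (1 uM in the protein solution; 300mM KCl, 50mM Tris-HCl, 1mM EDTA, 1mM DTT, pH 7.5) received compound, then a probe mix of 5 nM fluorescein-DNA and 100nM Texas-615-DNA. Fluorescence polarization was read for both dyes.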
Pol kappa inh – DNA polymerase kappa (human) inhibition | purified Pol kappa, fluorescent DNA synthesis assay, 10 min | Potency, µM (series often up to 107 µM), for inactives: at the top dose activity, negative = inhibition, usual class: inhibitors | 400,000 compounds, 0.53% hits; note: potency is the fitted concentration of half-maximal effect; % is set by controls: 0 for no effect and ±100 for the full control effect
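First, compounds were pin-transferred onto 10 nM Pol kappa. After 15 min at room temperature, substrate was added to 50 nM final. Fluorescence was then measured kinetically at 0 and 10 min.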
Anesthetic bind – candidate novel general anesthetic via apoferritin binding; Potency, µM (highest dose often 77.5 µM), for the others: top-dose activity change, negative = displacement, most hits filed as inhibitors; 350,000 compounds, 0.074% hits; apoferritin/1-aminoanthracene competitive binding, fluorescence; note: potency is the fitted concentration of half-maximal effect; % is set by controls: 0 for no effect and ±100 for the full control effect; nearly all actives have a fitted effect of over 20% in size
Target sequence (P02791 2-175 limits assumed): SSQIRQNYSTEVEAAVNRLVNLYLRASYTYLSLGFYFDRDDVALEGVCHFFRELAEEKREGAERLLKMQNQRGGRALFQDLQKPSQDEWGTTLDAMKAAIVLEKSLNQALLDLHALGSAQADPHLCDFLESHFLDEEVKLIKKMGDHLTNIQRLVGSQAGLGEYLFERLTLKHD
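Horse-spleen apoferritin (10 uM) was mixed with 50% saturated 1-aminoanthracene in PBS, exposed to compounds for 10 min at room temperature, and read for fluorescence (ex 380 nm, em 535 nm). Competitive displacement was fitted with a four-parameter Hill equation.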
Pol eta inh – inhibitors of human DNA polymerase eta | 390,000 compounds, 1.2% hits | recombinant Pol eta, fluorescent DNA replication assay | Potency, µM (doses to about 114 µM), for the others: top-dose activity change, negative = inhibition, usual class: inhibitors | Q9Y253 | AID 588591; note: potency is the fitted concentration of half-maximal effect; % is set by controls: 0 for no effect and ±100 for the full control effect
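Pol eta (10 nM) was preincubated with compounds for 15 min at room temperature, after which fluorescent replication substrate (50 nM final) was added to start the reaction. Fluorescence was read kinetically at 0 and 10 min.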
POLB inh – DNA polymerase beta (human) inhibition; P06746; Pol beta primer extension/strand displacement, fluorescence kinetic; Potency, µM (doses to about 114 µM), for inactives: top-dose activity change, negative = inhibition, usual class: inhibitors; 340,000 compounds, 1.3% hits; AID 485314; note: potency is the fitted concentration of half-maximal effect; % is set by controls: 0 for no effect and ±100 for the full control effect
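Pol beta (10 nM) and compounds were preincubated 15 min at room temperature, then 50 nM substrate (final) started primer extension/strand displacement. Reads were taken at 0 and 10 min; concentration-response data were fitted to a four-parameter Hill equation.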
LDHA inh – LDHA (human) enzyme inhibition; P00338; purified LDHA, NADH/diaphorase-resazurin fluorescence; stronger effect = lower value; activity change, % (values are at about 110 or 230 µM); 480,000 compounds, 0.15% hits; AID 1347041; in the data active = activity change below about -30%; inconclusive = mostly about -25% to -30%;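 note: plate controls were DMSO wells for no effect and wells without enzyme for full effect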
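Human LDH5 (2 nM) was incubated with 0.06 mM NADH and 0.2 mM pyruvate for 5 min at room temperature in Tris pH 7.4. Remaining NADH was coupled through diaphorase/resazurin, and resorufin fluorescence was read at 0 and 20 min.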
APEX1 inh – APE1 (human) endonuclease inhibition. 350,000 compounds, 0.35% hits. P27695. recombinant APE1, TAMRA/BHQ-2 abasic DNA cleavage fluorescence. Potency, µM (highest dose often 65.8 µM), without a hit: at the top dose activity change, negative = inhibition, most hits filed as inhibitors;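 note: potency is the fitted concentration of half-maximal effect; plate controls were vehicle for no effect and reference inhibitor for full effect; nearly all actives have a fitted effect of over 55% in size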
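APE1 at 0.75 nM preincubated 15 min at room temperature with compound. Reaction then started with 50 nM double-stranded THF-abasic substrate labelled with TAMRA/BHQ-2, and 525/598 nm fluorescence read kinetically. Activity taken as third-minus-first read difference, normalized to DMSO and NSC13755 controls.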
ALOX12 inh – ALOX12 (human) lipoxygenase inhibition; P18054; purified 12hLO, xylenol orange hydroperoxide absorbance; Potency, µM (top dose mostly 108 µM), for the others: at the top dose activity change, negative = inhibition, hits mostly inhibitors; 580,000 compounds, 1.1% hits; AID 1671190; note: potency is the fitted concentration of half-maximal effect; % is set by controls: 0 for no effect and ±100 for the full control effect
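Purified human 12hLO (150 nM final) in 25 mM Hepes, 0.01% Triton X-100, pH 7.0 was preincubated 15 min at room temperature with compound. Then 40 uM arachidonic acid was added, 30 min. Hydroperoxide was read by Fe-XO absorbance ratio 573/405 nm.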
The depositor's hits bear a star; ? = inconclusive; · = no result given; [ ] = remark or other dose. Unless noted, calls come from the whole dose curve; as a rule, active = well fitted curve in the direction sought with a large enough effect; inconclusive = small, poorly fitted or top-dose-only effect, or another doubt; inactive = no such curve, though single readings can be large; an effect the other way counts as inactive or inconclusive. Some of the compounds tested; the hit share may differ from the screen's.

| compound | RGS4 inhibitor | ERG Ets-DNA blk | Pol kappa inh | Anesthetic bind | Pol eta inh | POLB inh | LDHA inh | APEX1 inh | ALOX12 inh |
| --- | --- | --- | --- | --- | --- | --- | --- | --- | --- |
| COC(=O)C1=CNC=C(C(=O)OC)C1c1ccc(C(=O)OC)cc1 | 30% | 6% | -7% | 294%[activator] | -11% | -19% | -3 | -2% | -20% |
| COc1cc([N+](=O)[O-])cc2sc(NC(C)=O)nc12 | 6% | 17% | -5% | -4% | 3% | -13% | 0 | -1% | -9% |
| CC1Nc2ncnc(N3CCN(c4ccccc4)CC3)c2N(Cc2ccc(Cl)cc2)C1=O (centres undefined) | 6% | 1% | -8% | · | -5% | · | -1 | 15% | ? |
| CCOc1ccc(CCNC(=O)c2ccc(CS(=O)Cc3ccccc3Cl)o2)cc1 (centres undefined) | 14% | 0% | -4% | 0% | 7% | 34% | -3 | 1% | -4% |
| COc1ccc(CN2CCN(CCCc3ccccc3)C(CCO)C2)cc1OC (centres undefined) | 12% | -3% | -14% | -5% | -14% | 46% | -7 | 1% | 2% |
| Cc1ccc(OCC(=O)NCC(c2ccc(Cl)cc2)N2CCCCC2)cc1 (centres undefined) | 10% | -2% | -11% | 7% | -23% | 12% | -4 | · | 3% |
| CCCCNC(=O)CSc1nc2ccsc2c(=O)n1CCCC(=O)NCCc1ccc(S(N)(=O)=O)cc1 | -7% | -7% | -9% | -4% | -11% | 79% | -12 | -2% | 0% |
| O=C(NCc1cccs1)c1ccc2c(=O)n3nc(Nc4ccccc4)sc3nc2c1 | -25% | 4% | -5%[60.1 µM] | -8% | ? | ? | 4 | · | -5% |
| Cc1nnc(SCc2ccccc2Cl)c2cc3occc3n12 | -49% | 0% | -6% | ? | -23% | 1% | 1 | · | -15% |
| Cc1ccccc1NC(=O)C1C2C=CC(C3CC23)C1C(=O)O (centres undefined) | -9% | -2% | -5% | ? | -4% | 26% | -9 | 0% | -8% |
| COc1ccc(Nc2ccc(S(=O)(=O)N3CCCCC3)cc2[N+](=O)[O-])cc1Cl | 10% | -13% | -14% | 5% | -2% | -14% | -2 | 1% | -3% |
| Cc1ccc(C(=O)COC(=O)CNC(=O)c2ccc(Br)o2)cc1[N+](=O)[O-] | 0% | 1% | 9% | 0% | 3% | 5% | -1 | -3% | ? |
| Cc1cc(C=C2C(=O)CCCC2=O)c(C)n1-c1ccccc1 | 7% | -5% | ? | -4% | 18µM* | ? | 0 | -14% | ? |
| O=C(Nc1ccc(S(=O)(=O)Nc2ncccn2)cc1)c1ccc(Br)s1 | 4% | -9% | -42% | 3% | -2% | 32% | -6 | 2% | 3% |
| CC(=O)O[C@@]1(C)C[C@@H](O)[C@]2(O)C=CO[C@@H](O[C@@H]3O[C@H](CO)[C@@H](O)[C@H](O)[C@H]3O)[C@@H]21 | -16% | 15% | -10% | · | -3% | · | -1 | 11% | -3% |
| COc1cc(/C=C(\C(=O)O)c2ccc(S(=O)(=O)N3CCCC3)s2)ccc1OCCC(C)C | 11% | -16% | -1% | · | -6% | · | -1 | · | -9% |
| COc1ccc(-c2cc3c(=O)n(CC(=O)N4CCCCC4)ncn3n2)cc1 | 17% | 4% | -10% | 8% | 12% | 32% | -5 | -5% | -28% |
| COc1cc(-c2noc(CCCC(=O)Nc3cccnc3)n2)cc(OC)c1OC | 12% | -4% | -8% | 3% | -25% | ? | -4 | 3% | 494%[activator] |
| Cc1nn(-c2ccccc2)c(NC(=O)C(C)C)c(-c2ccccc2)c1=O | -8% | 0% | -4% | -1% | -10% | 30% | 0 | 3% | -43% |
| COc1ccc(/[N+]([O-])=C/c2ccoc2)cc1 | ? | -4% | 13% | · | -8% | · | 15 | 50%[activator] | ? |
| CC1C(=O)N2CCCc3cc(S(=O)(=O)N(C)CCC#N)cc1c32 (centres undefined) | -9% | 0% | -1% | -3% | -7% | 69% | -1 | 38% | -20% |
| CN(C)c1ccc(C(CNS(=O)(=O)c2ccc(F)cc2)N2CCOCC2)cc1 (centres undefined) | -21% | 5% | 2%[60.1 µM] | 20% | -10% | -18% | 5 | · | -15% |
| O=c1cc(C(F)(F)F)[nH]c2ccc(C(F)(F)F)cc12 | 32% | 9% | -1% | 8% | -1% | 1% | -10 | 0% | 0% |
| Cc1cccc(N2CCN(C(=O)c3cc(S(=O)(=O)N4CCC(C)CC4)cn3C)CC2)c1C | 16% | -2% | -2%[60.1 µM] | -11% | -20% | -24% | 7 | · | ? |
| CC(NC(=O)C1CCCN(S(=O)(=O)c2cccs2)C1)c1ccccc1 (centres undefined) | 1% | -7% | 11% | -13% | -20% | 2% | -2 | -1% | 5% |
| CCOC(=O)COc1cccc2c(=O)n(CC(=O)N3CCC(C)CC3)ccc12 | -19% | -3% | -5% | -4% | -8% | 26% | 2 | -1% | -4% |
| CCN(CC)CCN1C(=O)C(=O)/C(=C(/O)c2ccc(F)cc2)C1c1ccncc1 (centres undefined) | 7% | 8% | 4% | 2% | -19% | 25% | -5 | 0% | 8% |
| CCCN(CCC)C(=O)Cn1c(=O)n(Cc2ccc(C(=O)NCCc3ccc(Cl)cc3)cc2)c(=O)c2ccccc21 | -2% | 0% | -28% | 9% | -16% | 8% | -8 | · | 0% |
| O=c1oc2ccccc2c(N2CCCCC2)c1CN1CCCC1 | 19% | -4% | -15% | -12% | 3% | 20% | -4 | 1% | 8% |
| O=C1CSC(=S)N1/N=C/c1ccc(O)c([N+](=O)[O-])c1 | ? | 55%[activator] | 28µM* | ? | 6.3µM* | 18µM* | -12 | ? | · |

Next entries follow.
Each structure is followed by: RGS4 inhibitor, ERG Ets-DNA blk, Pol kappa inh, Anesthetic bind, Pol eta inh, POLB inh, LDHA inh, APEX1 inh, ALOX12 inh
CSCCC(NS(=O)(=O)c1ccc2c(c1)oc(=O)n2C)C(=O)N1CCN(c2cc(Cl)ccc2C)CC1 (centres undefined)
 : -44%, ?, -11%[60.1 µM], -3%, 6%, -2%, -2, ·, -12%
Cc1ccc(NC(=O)/C(=C/c2ccncc2)NC(=O)c2ccccc2)cc1
 : 3%, 12%, -3%, 2%, -4%, -5%, -5, -2%, -7%
O=C(CN1CCN(Cc2ccccc2)CC1)Nc1cccc(Cl)c1
 : 10%, 15%, -5%, -5%, 1%, 2%, -5, 0%, 14%
CCc1nc(C)cn1S(=O)(=O)c1cc(Br)c(C)cc1OC
 : 0%, 5%, -3%, -11%, -19%, 0%, -6, -3%, ?
Cc1ccc(N2CC(C(=O)OCc3ccccc3)CC2=O)cc1 (centres undefined)
 : 18%, 4%, -15%, -22%, -8%, 25%, -2, 9%, 32%
CCN(C[C@H]1N[C@@](Cc2ccccc2)(C(=O)OC)[C@H]2C(=O)N(Cc3ccccc3)C(=O)[C@@H]12)S(=O)(=O)c1ccc(OC(F)(F)F)cc1
 : 3%, 1%, -15%, ·, -22%, ·, -2, -20%, 11%
CCn1cc(-c2nnnn2-c2ccc(Cl)cc2)c(=O)c2ccccc21
 : 21%, -10%, -2%, -11%, -11%, 4%, -18, 0%, 0%
O=C(NCCc1ccc(F)cc1)C(=O)NCC(c1cccs1)S(=O)(=O)c1cccs1 (centres undefined)
 : 4%, -1%, -16%[60.1 µM], 55%[activator], -15%, 11%, -4, ·, -28%
COc1ccc(C)c2sc(=NC(=O)c3ccc(C(C)=O)cc3)n(C)c12
 : 2%, -5%, -10%, 2%, -5%, 20%, -13, 2%, -1%

As a short view, part of the list above:
Each structure is followed by: RGS4 inhibitor, ERG Ets-DNA blk, Pol kappa inh, Anesthetic bind, Pol eta inh, POLB inh, LDHA inh, APEX1 inh, ALOX12 inh
COC(=O)C1=CNC=C(C(=O)OC)C1c1ccc(C(=O)OC)cc1
 : 30%, 6%, -7%, 294%[activator], -11%, -19%, -3, -2%, -20%
COc1cc([N+](=O)[O-])cc2sc(NC(C)=O)nc12
 : 6%, 17%, -5%, -4%, 3%, -13%, 0, -1%, -9%
CC1Nc2ncnc(N3CCN(c4ccccc4)CC3)c2N(Cc2ccc(Cl)cc2)C1=O (centres undefined)
 : 6%, 1%, -8%, ·, -5%, ·, -1, 15%, ?
CCOc1ccc(CCNC(=O)c2ccc(CS(=O)Cc3ccccc3Cl)o2)cc1 (centres undefined)
 : 14%, 0%, -4%, 0%, 7%, 34%, -3, 1%, -4%

Limited to Pol kappa inh and POLB inh (two entries from above):
| Molecule | Pol kappa inh | POLB inh |
| --- | --- | --- |
| CCN(C[C@H]1N[C@@](Cc2ccccc2)(C(=O)OC)[C@H]2C(=O)N(Cc3ccccc3)C(=O)[C@@H]12)S(=O)(=O)c1ccc(OC(F)(F)F)cc1 | -15% | · |
| CCn1cc(-c2nnnn2-c2ccc(Cl)cc2)c(=O)c2ccccc21 | -2% | 4% |

Bioassay records from PubChem BioAssay.
